Screening results: PubChem, several laboratories
GSK3 alpha inh = blocks human GSK-3 alpha kinase; AID 2650; ADP-Glo luminescence, 60 min; 320,000 compounds, 0.1% hits; inhibition, % at 10 µM; P49840;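 in the data active means inhibition above about 50%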;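 further: GST-tagged GSK-3 alpha with peptide substrate and 25 µM ATP; 0% = DMSO neutral wells and 100% = GW8510 positive control wells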
Target sequence (P49840 whole entry, looked up): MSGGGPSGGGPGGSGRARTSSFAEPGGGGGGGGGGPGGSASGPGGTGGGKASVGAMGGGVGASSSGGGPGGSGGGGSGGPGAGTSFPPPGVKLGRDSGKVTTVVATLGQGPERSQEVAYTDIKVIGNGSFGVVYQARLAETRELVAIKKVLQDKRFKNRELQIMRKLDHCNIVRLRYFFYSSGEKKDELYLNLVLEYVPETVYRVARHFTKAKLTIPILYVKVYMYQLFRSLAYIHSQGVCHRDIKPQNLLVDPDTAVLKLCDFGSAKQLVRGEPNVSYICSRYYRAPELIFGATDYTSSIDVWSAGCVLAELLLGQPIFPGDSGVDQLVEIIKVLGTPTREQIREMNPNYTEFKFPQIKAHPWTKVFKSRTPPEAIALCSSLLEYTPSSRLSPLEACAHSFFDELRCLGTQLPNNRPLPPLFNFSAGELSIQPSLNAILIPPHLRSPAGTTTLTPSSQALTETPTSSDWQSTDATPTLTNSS
DYRK1A inh = Dyrk1A (rat) kinase inhibition. Q63470. ADP-Glo luminescence, NFATc1 peptide. inhibition, % at 12.5 µM. 310,000 compounds, 0.43% hits. AID 504441; in the data active means inhibition above about 50%;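 further: plate controls were vehicle with enzyme for no effect and no enzyme for full effect; many of its hits are not listed in these tables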
KLF5 inh = suppresses KLF5 promoter-driven expression. 290,000 compounds, 0.23% hits. inhibition, % at 5 µM. DLD-1 KLF5 promoter-luciferase reporter, luminescence;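 active means inhibition above a per-plate limit of that plate's mean compound inhibition plus 3 SD, cut at about 60% in these data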;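 further: 0% = DMSO wells and 100% = LY294002 at 200 µM; higher means less KLF5 promoter-driven luciferase light; inactives centre near -14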
GSK3B inh = inhibitors of human GSK3beta kinase; P49841; GST-GSK3beta kinase, ADP-Glo luminescence, 60 min; hits give low values; activity score (negative = inhibition), % at 10 µM; 300,000 compounds, 0.038% hits;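 active means more than half of replicate wells score below -50%, meaning over 50% inhibition versus plate controls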;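 further: 0% = median DMSO wells and -100% = median GW8510 positive control wells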
Target sequence (P49841 whole entry, looked up): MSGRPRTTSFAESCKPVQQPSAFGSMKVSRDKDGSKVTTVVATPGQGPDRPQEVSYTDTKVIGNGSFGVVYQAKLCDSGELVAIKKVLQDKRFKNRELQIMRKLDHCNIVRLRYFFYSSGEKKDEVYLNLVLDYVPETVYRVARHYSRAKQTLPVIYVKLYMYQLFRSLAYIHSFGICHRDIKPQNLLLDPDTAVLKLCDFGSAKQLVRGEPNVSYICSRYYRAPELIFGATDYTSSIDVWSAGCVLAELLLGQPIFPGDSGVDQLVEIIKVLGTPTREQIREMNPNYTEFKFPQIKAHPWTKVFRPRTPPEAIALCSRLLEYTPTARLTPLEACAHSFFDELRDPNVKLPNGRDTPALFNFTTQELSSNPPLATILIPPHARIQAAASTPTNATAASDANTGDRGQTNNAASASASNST
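Assay system: GST-fused GSK3beta enzyme, cell-free / Medium: Tris pH 7.5 buffer with MgCl2, DTT, BSA, heparin / Also added: peptide substrate plus 25 µM ATP (final) / Compound: 10 µM single point / Timing: kinase reaction with compound 60 min at room temperature / Detection: ADP-Glo luminescence / Benchmarks: DMSO neutral wells and GW8510 at 20 µM as positive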
aSyn 5UTR inh = MLPCN primary screen, SNCA 5' untranslated region; alpha-synuclein 5'UTR reporter, inhibitor activity; inhibition, % (tested at 7.5 µM); 300,000 compounds, 0.82% hits; AID 1813; in the data active means inhibition above about 60%;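 further: H4 neuroglioblastoma cells stably carrying SNCA 5'UTR luciferase fusion; 0% = DMSO wells and 100% = positive control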
IEC-6 tox = counter-screen for KLF5 inhibitors: cytotoxicity in IEC-6 cells; IEC-6 cytotoxicity, luminescence viability; inhibition, % at 5 µM; 290,000 compounds, 0.78% hits; AID 1825; in the data active means inhibition above about 22%;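 further: 0% = plate median of test compound wells and 100% = cytotoxic reference compound wells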
HSP90 refold inh = inhibitors of HSP90 luciferase refolding in rabbit reticulocyte lysate; luciferase refolding luminescence, 3 h; inhibition, % at 5.6 µM; 290,000 compounds, 0.91% hits; AID 1789;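 active means inhibition above the screen-wide mean plus 3 SD, computed separately per campaign, cut at about 16% in these data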;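 further: 0% = DMSO wells and 100% = 60 µM geldanamycin wells; inhibitors lower the luminescence because luciferase stays unfolded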
Platelet DG rel = platelet dense granule release activity | human platelet-rich plasma, SFLLRN dense granule ATP release, luminescence | inhibition, %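 (compounds screened at 7.5 µM in platelet-rich plasma)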 | 300,000 compounds, 0.22% hits | AID 1663;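 active means mean replicate score, as percent of positive control, at or above 50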
HSF1 activator = increases HSF-1 driven luciferase reporter signal; NIH3T3-HGL HSF-1 luciferase reporter, MG132, 8 h; 100% = twice DMSO control signal; activation, % at 9 µM; 300,000 compounds, 1.7% hits;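 active means mean replicate activation of at least 50% with a set share of replicates each reaching 50%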;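 further: 0% = median of the neutral control wells and 100% = twice that signal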
HSF1 inh = HSF1 inhibition | 300,000 compounds, 0.77% hits | NIH3T3-HGL HSE-luciferase, MG132-induced, luminescence 8 h; hits give low values | activity change, negative = inhibition, % at 7.5 µM (by protocol);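 active means more than half of replicate wells show activity change below -50%, luminescence cut by over half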;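 further: luciferase reports HSF-1 transcriptional activity via heat shock element; 0% = median of DMSO wells and -100% = zero luminescence signal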
* marks the source's active call; other numbers are inactive results. This is a subset (hit frequency here may not be typical).

For Cc1c(O)ccc(C(=O)COc2ccccc2F)c1O the results were GSK3 alpha inh 0, DYRK1A inh -8, KLF5 inh -59, GSK3B inh 0, aSyn 5UTR inh -36, IEC-6 tox 4, HSP90 refold inh -2, Platelet DG rel 3, HSF1 activator 9 and HSF1 inh 16.
Screening O=C(COC(=O)/C=C/c1cccc(Cl)c1)Nc1ccc2[nH]c(=O)[nH]c2c1 returned GSK3 alpha inh -6, DYRK1A inh 4, GSK3B inh -5, aSyn 5UTR inh 6, HSF1 activator -5 and HSF1 inh 0.
`COc1ccc(OCc2nnc(SCC(N)=O)n2-c2ccccc2OC)cc1` gave GSK3 alpha inh -1, DYRK1A inh -3, KLF5 inh -6, GSK3B inh 3, aSyn 5UTR inh 4, IEC-6 tox 4, HSP90 refold inh -1, Platelet DG rel -2, HSF1 activator 3 and HSF1 inh -2.
Screening O=C(N/N=C/c1ccco1)c1cc(-c2ccncc2)nc2ccccc12 returned DYRK1A inh 5, KLF5 inh 43, GSK3B inh -1, aSyn 5UTR inh -27, IEC-6 tox 31*, HSP90 refold inh 1, Platelet DG rel 5, HSF1 activator 19 and HSF1 inh 1.
For CCc1noc(C)c1C(=O)NCCc1ccc(OC)c(OC)c1 the results were GSK3 alpha inh -5, DYRK1A inh 7, KLF5 inh 7, GSK3B inh -2, aSyn 5UTR inh 5, IEC-6 tox -1, HSP90 refold inh -2, Platelet DG rel 13, HSF1 activator -1 and HSF1 inh -5.
`COc1cc2nc(SCC(N)=O)n(CCC3=CCCCC3)c(=O)c2cc1OC` gave GSK3 alpha inh 0, KLF5 inh -20, GSK3B inh 2, aSyn 5UTR inh 21, IEC-6 tox 2, HSP90 refold inh -2, Platelet DG rel -3, HSF1 activator 28 and HSF1 inh 3.
`CCc1ccc(N=C2NC(=O)/C(=C/c3cc(Br)c(OCC(=O)O)c(OC)c3)S2)cc1` gave GSK3 alpha inh 3, KLF5 inh 1, GSK3B inh 2, aSyn 5UTR inh -16, IEC-6 tox -5, HSP90 refold inh 5, Platelet DG rel 4, HSF1 activator 9 and HSF1 inh -1.
CCOC(=O)C1C(=O)NCC1c1ccccc1 (stereo not drawn) was read as GSK3 alpha inh 1, DYRK1A inh -5, KLF5 inh -24, GSK3B inh -2, aSyn 5UTR inh -12, IEC-6 tox 1, HSP90 refold inh -2 and Platelet DG rel -1.
CCOc1cc(C2C3=C(CCCC3=O)Nc3ccc4ncccc4c32)ccc1O (stereo not drawn) was read as GSK3 alpha inh 0, DYRK1A inh -1, KLF5 inh -18, GSK3B inh 2, aSyn 5UTR inh -25, IEC-6 tox -2, HSP90 refold inh -2, Platelet DG rel -6, HSF1 activator 8 and HSF1 inh -4.
For Cc1[nH]c2ccc(S(N)(=O)=O)cc2c1C the results were GSK3 alpha inh -1, DYRK1A inh -43, KLF5 inh -17, GSK3B inh 0, aSyn 5UTR inh 16, IEC-6 tox -4, HSP90 refold inh -1, Platelet DG rel 4, HSF1 activator -6 and HSF1 inh -6.
Screening CCSc1nnc(NC(=O)COc2ccccc2[N+](=O)[O-])s1 returned GSK3 alpha inh -1, DYRK1A inh -14, KLF5 inh -83, GSK3B inh 1, aSyn 5UTR inh -114, IEC-6 tox -3, HSP90 refold inh 3, Platelet DG rel 4, HSF1 activator 11 and HSF1 inh -2.
For COc1ccc(CNC(=O)COc2ccc(F)cc2)cc1 the results were GSK3 alpha inh 1, DYRK1A inh -1, KLF5 inh -1, GSK3B inh 3, aSyn 5UTR inh 9, IEC-6 tox 3, HSP90 refold inh -3, Platelet DG rel 6, HSF1 activator -13 and HSF1 inh 2.
For CC(C)Cc1nnc(NC(=O)CCC(=O)NCCc2ccc(Cl)cc2)s1 the results were GSK3 alpha inh -2, DYRK1A inh -4, KLF5 inh -32, GSK3B inh 2, aSyn 5UTR inh -7, IEC-6 tox -3, HSP90 refold inh 1, Platelet DG rel 1, HSF1 activator -7 and HSF1 inh -1.
For COc1ccc(Br)cc1CNC(=O)C1CCN(C(=O)N(C)C)CC1 the results were GSK3 alpha inh -3, DYRK1A inh -1, KLF5 inh -1, GSK3B inh 2, aSyn 5UTR inh 78*, IEC-6 tox 3, HSP90 refold inh -2, Platelet DG rel 17, HSF1 activator 9 and HSF1 inh -3.
O=C(NNC(=O)[C@H]1CC=CC[C@H]1C(=O)O)c1ccc(Cl)cc1Cl was read as GSK3 alpha inh 1, DYRK1A inh 2, KLF5 inh -15, GSK3B inh 7, aSyn 5UTR inh 6, IEC-6 tox 1, HSP90 refold inh -2, Platelet DG rel -2, HSF1 activator 17 and HSF1 inh 14.
`O=C(O)/C=C/c1ccc(OCCCF)cc1` gave GSK3 alpha inh 0, DYRK1A inh 7, KLF5 inh -4, GSK3B inh 0, aSyn 5UTR inh 16, IEC-6 tox 0, HSP90 refold inh 2, Platelet DG rel 1, HSF1 activator 34 and HSF1 inh 7.
For CSc1nnc(CCCCCNC(=O)OC(C)(C)C)o1 the results were GSK3 alpha inh -3, DYRK1A inh -3, KLF5 inh -13, GSK3B inh 2, aSyn 5UTR inh -4, IEC-6 tox 8, HSP90 refold inh -1, Platelet DG rel 11, HSF1 activator -1 and HSF1 inh 0.
`CCC1CCc2c(sc(NC(=O)c3cccnc3)c2C(N)=O)C1` (stereo not drawn) gave GSK3 alpha inh -2, DYRK1A inh -4, KLF5 inh -18, GSK3B inh 1, aSyn 5UTR inh -99, IEC-6 tox -2, HSP90 refold inh 4, Platelet DG rel 1, HSF1 activator 40 and HSF1 inh 6.
Screening CCOC(=O)c1c(NC(=O)CCC(=O)O)sc2c1CCCCC2 returned GSK3 alpha inh -2, DYRK1A inh -3, KLF5 inh -1, GSK3B inh 3, aSyn 5UTR inh 15, IEC-6 tox -6, HSP90 refold inh -2, Platelet DG rel 5, HSF1 activator -2 and HSF1 inh 4.
For Cc1cccc(/C(N)=N/OC(=O)Cc2cccc3ccccc23)c1 the results were GSK3 alpha inh 0, DYRK1A inh -1, KLF5 inh -20, GSK3B inh 2, aSyn 5UTR inh 1, IEC-6 tox 0, HSP90 refold inh -4, Platelet DG rel 1, HSF1 activator 30 and HSF1 inh 7.
Screening O=C(Nc1ccccc1)c1cccc(C(=O)Nc2ccccc2)n1 returned GSK3 alpha inh -3, DYRK1A inh -3, KLF5 inh -6, GSK3B inh 0, aSyn 5UTR inh -13, IEC-6 tox 0, HSP90 refold inh -1, Platelet DG rel -6, HSF1 activator -4 and HSF1 inh -3.
CC(=O)N1N=C(c2ccc(C)cc2)CC1c1ccc2c(c1)OCO2 (stereo not drawn) was read as GSK3 alpha inh 0, DYRK1A inh -2, KLF5 inh -92, GSK3B inh 1, aSyn 5UTR inh -133, IEC-6 tox 4, HSP90 refold inh 0, Platelet DG rel 21, HSF1 activator 43 and HSF1 inh 27.
`Cc1cccc(C)c1NC(=O)CC1SC2=NCCN2C1=O` (stereo not drawn) gave GSK3 alpha inh -6, DYRK1A inh -1, KLF5 inh -24, GSK3B inh -2, aSyn 5UTR inh 3, IEC-6 tox 0, HSP90 refold inh 3, Platelet DG rel 2, HSF1 activator -33 and HSF1 inh -7.
Screening O=C(c1cccs1)N1CCC(c2nc3c(nnn3Cc3ccccc3Cl)c(=O)[nH]2)CC1 returned GSK3 alpha inh -2, DYRK1A inh 1, KLF5 inh 6, GSK3B inh 5, aSyn 5UTR inh 9, IEC-6 tox -2, HSP90 refold inh -2, Platelet DG rel 8, HSF1 activator 13 and HSF1 inh -2.
`CSc1nc(NCCCN(C)C)c2c3c(sc2n1)CN(C)CC3` gave GSK3 alpha inh 27, KLF5 inh -53, GSK3B inh -20, aSyn 5UTR inh -12, IEC-6 tox -3, HSP90 refold inh 7, Platelet DG rel -7, HSF1 activator 1 and HSF1 inh -7.
O=c1c2[nH]c3cccc(Cl)c3c2ncn1Cc1ccco1 was read as GSK3 alpha inh -1, DYRK1A inh -2, KLF5 inh -9, GSK3B inh 3, aSyn 5UTR inh -10, IEC-6 tox 1, HSP90 refold inh 4, Platelet DG rel 21, HSF1 activator -4 and HSF1 inh -7.
Cc1cccc(-n2cc(CN3CCCN(C=O)CC3)c(-c3cccc(F)c3)n2)c1 was read as GSK3 alpha inh 2, DYRK1A inh -4, KLF5 inh 8, GSK3B inh 2, aSyn 5UTR inh -57, IEC-6 tox 8, HSP90 refold inh 0, Platelet DG rel 0, HSF1 activator 5 and HSF1 inh 14.
`CC(C)(C)OC(=O)NC(CC(=O)OCc1ccccc1)C(=O)O` (stereo not drawn) gave DYRK1A inh 5, KLF5 inh -2, GSK3B inh 0, aSyn 5UTR inh -12, IEC-6 tox 2, HSP90 refold inh 3, Platelet DG rel 0, HSF1 activator -11 and HSF1 inh 4.
For O=C(N/C(=C\c1ccco1)C(=O)N1CCOCC1)c1ccccc1Cl the results were GSK3 alpha inh 0, DYRK1A inh -7, KLF5 inh -17, GSK3B inh -1, aSyn 5UTR inh -2, IEC-6 tox -2, HSP90 refold inh 2, Platelet DG rel 20, HSF1 activator 2 and HSF1 inh -5.
`CCOc1ccccc1NS(=O)(=O)c1ccc2[nH]c(=O)ccc2c1` gave GSK3 alpha inh 1, DYRK1A inh -3, KLF5 inh -26, GSK3B inh 3, aSyn 5UTR inh 8, IEC-6 tox -3, HSP90 refold inh 4, Platelet DG rel 5, HSF1 activator 9 and HSF1 inh -4.
For O=C(CSCc1ccc(Cl)cc1Cl)Nc1c[nH]c(=O)[nH]c1=O the results were GSK3 alpha inh 0, DYRK1A inh -13, KLF5 inh -27, GSK3B inh 3, aSyn 5UTR inh -5, IEC-6 tox 4, HSP90 refold inh 4, Platelet DG rel 6, HSF1 activator -1 and HSF1 inh 1.
Cc1cc(C)nc(NC(=S)Nc2cccc(Cl)c2Cl)c1 was read as GSK3 alpha inh -2, DYRK1A inh -2, KLF5 inh 10, GSK3B inh 4, aSyn 5UTR inh 12, IEC-6 tox 2, HSP90 refold inh 0, Platelet DG rel 0, HSF1 activator 6 and HSF1 inh -2.
Screening O=C(c1cccc(F)c1)N1CCCC(C(=O)N2CCN(c3ccccc3)CC2)C1 (stereo not drawn) returned GSK3 alpha inh 0, DYRK1A inh 8, KLF5 inh 3, GSK3B inh 2, aSyn 5UTR inh 7, IEC-6 tox 0, HSP90 refold inh 4, Platelet DG rel 3, HSF1 activator -2 and HSF1 inh 0.
COC(=O)C1=C(O)/C(=C/c2cccc(OC)c2O)N=C1C was read as GSK3 alpha inh 1, DYRK1A inh 5, KLF5 inh 4, GSK3B inh 2, aSyn 5UTR inh -35, IEC-6 tox 0, HSP90 refold inh -1, Platelet DG rel 7, HSF1 activator 7 and HSF1 inh -2.
Screening N#Cc1c2n(c3c(N)ncnc13)CCCCC2 returned GSK3 alpha inh 18, DYRK1A inh 33, KLF5 inh -5, GSK3B inh -8, aSyn 5UTR inh -7, IEC-6 tox 1, HSP90 refold inh 2, Platelet DG rel -13, HSF1 activator 3 and HSF1 inh -4.
